RAD52 inh: RAD52 DNA annealing inhibitors, primary screen, biochemical, FRET, single point, set 2; DNA repair protein RAD52 homolog (Homo sapiens), P43351; recombinant RAD52 DNA annealing, FRET fluorescence; inhibition, % at 18.7 µM; actives 0.46% (n = 360,000);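 active = every replicate showing at least 50% inhibition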
Target sequence (P43351 whole entry, looked up): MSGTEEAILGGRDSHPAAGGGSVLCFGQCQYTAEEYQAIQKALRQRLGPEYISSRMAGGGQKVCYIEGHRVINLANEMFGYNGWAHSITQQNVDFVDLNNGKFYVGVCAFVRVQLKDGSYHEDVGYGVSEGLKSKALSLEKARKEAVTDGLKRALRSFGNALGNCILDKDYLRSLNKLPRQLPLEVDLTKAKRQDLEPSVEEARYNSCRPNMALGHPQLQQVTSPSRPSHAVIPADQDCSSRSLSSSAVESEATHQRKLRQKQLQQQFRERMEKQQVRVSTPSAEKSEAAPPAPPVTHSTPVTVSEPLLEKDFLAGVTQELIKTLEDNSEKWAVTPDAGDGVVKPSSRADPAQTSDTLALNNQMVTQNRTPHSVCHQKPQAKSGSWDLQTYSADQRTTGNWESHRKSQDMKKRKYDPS
S100A4 inh HTS: inhibitors of S100A4-myosin IIA peptide binding, primary screen, biochemical, fluorescence polarization, TAMRA-MyoIIA peptide; Protein S100-A4 (Homo sapiens), P26447; inhibition, % at 10.7 µM; actives 0.14% (n = 360,000); AID 652163, 2013;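 active = mean inhibition of at least 70% across replicates, with every replicate also reaching that level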
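Assay system: human S100A4 monomer with TAMRA-labelled myosin IIA peptide / Buffer or medium: Calcium-containing HEPES buffer, pH 7.2 / Reagent: TAMRA-labelled myosin IIA heavy-chain peptide probe, 5 nM / Compound: one dose per compound / Timing: polarization read 5 min after assay mix addition, stable 5–60 min / Benchmarks: neutral control DMSO, positive control TFP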
EWS-Fli inh: EWS/Fli-driven NR0B1 reporter inhibitors, primary screen, A673 cells, NR0B1 luciferase, luminescence, MLPCN library; viability-normalised; inhibition, % at 12.6 µM; actives 0.67% (n = 350,000); AID 651661, 2012;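 active = mean inhibition of at least 50% after viability correction, with every replicate also passing that limit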;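 note: firefly luciferase signal divided by Alamar Blue viability fluorescence both relative to DMSO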
FN deposition inh: inhibitors of fibronectin matrix deposition, primary screen, AH1F cells, Alexa488-fibronectin fluorescence, plate reader; AH1F fibroblasts, overnight; inhibition, % at 12.6 µM; actives 0.086% (n = 350,000); AID 743247, 2014;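 active = mean inhibition across replicates of 30% or more, regardless of how many single replicates reach that level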;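 note: positive control wells lacked labelled fibronectin entirely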
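Test system: AH1F fibroblast monolayer depositing Alexa488-labelled fibronectin into matrix. Input: 10000 cells per well. Technique: fluorescence, ex 485 nm, em 525 nm. Buffer or medium: DMEM plus 2% serum, read in PBS. Timing: 1 h cell adhesion before compound, then overnight fibronectin incubation. Compound: single dose, pinned. Read-out basis: inhibition from reduced deposited-fibronectin fluorescence.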
Xi reactivation: activators of inactive X chromosome reactivation, primary screen, imaging, XiGFP fibroblasts, GFP high-content imaging, set 2; XiGFP mouse fibroblasts, % GFP-positive cells imaging, 3 d; cells co-treated with 5-aza-dC sensitizer; scaled so ellipticine positive control = 100%; activation, % at 7.58 µM; actives 0.055% (n = 360,000); AID 743238, 2013;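 active = mean normalized replicate activation at least 10% and every replicate at or above 10%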;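 note: 0% = median of on-plate neutral control wells and 100% = ellipticine 6 µM median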
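System: 68-5-11 XiGFP fibroblast line; Timing: 3 days compound exposure; Compound dosing: one concentration, pinned; Benchmarks: positive control ellipticine, 6 µM final; Buffer or medium: DMEM containing 5-aza-dC.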
E-selectin induc: E-selectin induction in HUVECs, primary screen, imaging, HUVEC, immunofluorescence imaging, single point; P16581; normalized: neutral wells 0, TNF-alpha wells 100; activation, % at 7.58 µM; actives 0.37% (n = 260,000); AID 686992, 2013;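 active = mean E-selectin-positive cell signal at least 10% of the positive control, reached in at least 60% of replicates, without over 20% cell loss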;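 note: in these data hits start at about 27%; measured in HUVEC primary endothelial cells; signal is the percent of cells scored E-selectin positive by PE staining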
Target sequence (P16581 whole entry, looked up): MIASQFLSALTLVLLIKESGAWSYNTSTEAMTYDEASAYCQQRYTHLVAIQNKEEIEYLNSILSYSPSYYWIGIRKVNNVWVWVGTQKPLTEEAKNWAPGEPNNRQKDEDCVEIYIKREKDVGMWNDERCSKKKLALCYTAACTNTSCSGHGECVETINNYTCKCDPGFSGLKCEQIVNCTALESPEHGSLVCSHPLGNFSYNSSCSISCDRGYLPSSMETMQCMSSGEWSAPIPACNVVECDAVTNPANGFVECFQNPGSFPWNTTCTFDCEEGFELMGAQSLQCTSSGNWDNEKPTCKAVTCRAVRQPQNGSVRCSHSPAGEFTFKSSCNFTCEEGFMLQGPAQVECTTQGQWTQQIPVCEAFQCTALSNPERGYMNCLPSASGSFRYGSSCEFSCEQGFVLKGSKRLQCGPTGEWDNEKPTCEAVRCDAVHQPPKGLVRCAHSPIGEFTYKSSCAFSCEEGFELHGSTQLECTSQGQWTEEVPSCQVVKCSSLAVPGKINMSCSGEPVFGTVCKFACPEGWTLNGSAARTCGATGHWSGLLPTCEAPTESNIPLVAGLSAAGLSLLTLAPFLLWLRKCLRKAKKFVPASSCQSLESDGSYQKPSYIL
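Assay system: HUVEC primary endothelial cells. Input: 3,000 HUVEC seeded per well. Doses: one compound dose added by pin transfer. Read-out basis: % PE-positive cells. Benchmarks: TNF-alpha high, DMSO low. Detection: immunofluorescence imaging. Buffer or medium: EGM-2, gelatin.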
RAD54 inh: inhibitors of human RAD54 branch migration, primary screen, biochemical, fluorescence, single point; RAD54 Holliday junction branch migration, FAM/BHQ fluorescence; actives 0.14% (n = 360,000); AID 602329, 2012; inhibition, % at 10.4 µM;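 active = mean normalized replicate activity at least 40 and at least half of replicates scoring 40 or more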;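 note: 0% = median of neutral control wells and 100% = median of positive control wells; inhibitors cause a drop in the FAM fluorescence signal; in these data hits start at about 50%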
esBAF inh: Bmi1 luciferase reporter increase in mESCs, primary screen, esBAF inhibitor project, mouse ES cells, Bmi1 luciferase knock-in, single point; AID 602393, 2012; reporter increase, % at 12.5 µM; 24 h; 100% = twice the neutral-well signal; actives 2% (n = 350,000); in the data active = activation above about 40%;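 note: 0% = median of the plate's neutral control wells and 100% = double that signal; a rise in the Bmi1 reporter signal indicates esBAF inhibition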
Numbers without * were called inactive; · = no result given; & = joins results of further samples.

SMILES	RAD52 inh	S100A4 inh HTS	EWS-Fli inh	FN deposition inh	Xi reactivation	E-selectin induc	RAD54 inh	esBAF inh
CC(C)c1cn(CC[C@@H]2CC[C@H](N)[C@@H](CO)O2)nn1	-22.1	2.3	-4.5	-11.7	0.4	0.3	1.0	-6.2
C[C@H]1CN([C@@H](C)CO)C(=O)c2cc(NC(=O)Nc3ccccc3)ccc2O[C@H]1CN(C)Cc1ccc2c(c1)OCO2	5.6	-1.2	30.9	·	0.7	-0.3	6.1	-1.1
O=C(NCc1ccc2c(c1)OCO2)C1Cc2ccccc2CN1C(=O)c1ccco1 (stereo not given)	-12.8	2.7	7.3	·	0.1	·	·	·
C[C@H]1CN([C@@H](C)CO)S(=O)(=O)c2ccc(C#Cc3cccc(F)c3)cc2O[C@@H]1CN(C)C(=O)CN1CCOCC1	-20.2	-1.2	15.2	-3.5	-0.7	-0.2	6.6	8.8
CCN(CC)c1ccc2c(C)c(Cl)c(=O)oc2c1	-9.7	-16.0	16.9	3.2	0.0	6.8	·	·
CCCCNc1c(N)n(CCC)c(=O)[nH]c1=O	-13.6	4.1	-11.2	-11.7	0.2	2.7	-5.4	-8.8
COCC(=O)N1[C@H](CO)[C@@H](c2ccccc2)C12CN(C(=O)Nc1ccccc1F)C2	-4.3	7.7	1.9	·	-0.1	-0.2	·	·
CCn1nc2cc(C(=O)NCCc3cccs3)ccc2c1OC	-12.9	-8.6	-36.9	-4.9	0.0	-0.1	-6.6	0.0
Cc1ccc(S(=O)(=O)Nc2cccc3c2O[C@@H](CN(C)Cc2ccncc2)[C@@H](C)CN([C@H](C)CO)C3=O)cc1	5.0	1.0	8.2	-23.0	-0.4	0.1	-2.0	-2.3
O=C(c1ccc(Cl)cc1)n1c(NCc2ccccc2)n[nH]c1=S	-15.1	-1.2	-10.9	-3.7	0.0	-2.7	·	·
CC1Cc2nc(SCC(=O)NCc3ccco3)n(Cc3ccccc3)c(=O)c2S1 (stereo not given)	4.4	-0.1	-2.0	-5.5	0.0	4.9	1.1	29.3
CN(CC(=O)Nc1ccc(S(=O)(=O)N2CCCC2)cc1)Cc1ccc(Cl)cc1	-4.8	-1.0	-1.7	-3.6	0.0	0.0	-2.3	-6.3
O=C(NCc1ccc2c(c1)OCO2)c1n[nH]c(=O)c2ccccc12	-11.4	10.0	2.5	·	0.1	·	2.0	-1.2
Cc1ccc(NC(=O)CCCC(=O)O)c(-c2nc3ccccc3[nH]c2=O)c1	-18.2	-1.0	-3.8	0.4	0.0	-0.2	3.2	1.0
CN(CC(=O)Nc1ccc(N2CCOCC2)cc1)C(=O)CSc1ccc(Br)cc1	-13.8	-2.3	·	·	-0.1	-0.5	-6.9	-4.5
CCO[C@@H]1OC(C(=O)NCc2ccccc2)=C[C@H](c2ccc(Br)cc2)[C@H]1CCCO	15.3&3.0	-3.1&-2.6	9.4&10.0	-3.8	0.0	0.0	-15.1&-4.1	-0.8
Cn1c(=NC(=O)CS(=O)(=O)c2ccc(F)cc2)sc2ccccc21	-3.6	-3.3	-16.4	-7.0	0.2	·	-3.9	16.7
OC[C@@H]1CN(CCc2ccccc2)C[C@H](n2cnc3c(NCc4ccc(F)cc4)ncnc32)O1	74.5*	9.7	3.0	8.2	0.0	0.0	-3.9	0.9
Cc1ccc2nc(-c3ccccc3)oc(=O)c2c1	-4.1	-4.5	-25.7	3.4	-0.1	0.0	0.2	0.5
O=C(Nc1ccncc1)c1cc2ccccc2cc1O	-3.9	-0.7	-15.9	2.7	0.1	·	·	52.9*
CC(C)(C)OC(=O)NCCCCCNC(=O)c1ncn2c1c(=O)[nH]c1ccccc12	-3.1	-4.0	-22.7	-5.5	0.1	-0.1	-9.3	0.4
C[C@H]1CN([C@@H](C)CO)C(=O)CCCn2cc(nn2)CO[C@@H]1CN(C)C(=O)Nc1ccc(N2CCCCC2)cc1	-14.5&-15.4&-20.6	-25.3&6.4&-35.6	-24.7&2.7&-6.7	-5.2	0.2&-0.4	0.0&-0.1	-6.0&3.0&5.9	-3.2&-1.8&-1.4
CN(C)C(=O)c1ccc(-c2ccc(C3[C@H]4CNC[C@@H]3N4CC3CCCCC3)cc2)cc1 (stereo not given in full)	·	·	2.8	-13.1	0.0	0.0	·	·
Cc1ccc2oc(=O)c(/C=C(\O)C(C)(C)C)nc2c1	1.5	-4.0	3.3	5.2	-0.2	-1.1	·	·

Single entries from the list.
C[C@H]1CN([C@@H](C)CO)C(=O)CCCn2cc(nn2)CO[C@@H]1CN(C)C(=O)Nc1ccc(N2CCCCC2)cc1 | Xi reactivation = 0.2&-0.4
CN(CC(=O)Nc1ccc(N2CCOCC2)cc1)C(=O)CSc1ccc(Br)cc1 | esBAF inh = -4.5

Next entries follow:
SMILES	RAD52 inh	S100A4 inh HTS	EWS-Fli inh	FN deposition inh	Xi reactivation	E-selectin induc	RAD54 inh	esBAF inh
C[C@@H]1CN([C@@H](C)CO)C(=O)c2ccccc2-c2ccccc2CO[C@H]1CN(C)C(=O)c1ccncc1	-1.4	-4.9	-7.7	3.3	-0.2	0.0	0.1	-6.6
C/C=C/c1ccc([C@H]2[C@@H](CO)N[C@@H]2CNC(=O)C2CCCCC2)cc1	-7.8	-0.3	·	·	0.0	0.8	·	·
CC(=O)N1CCN(S(=O)(=O)c2c(C)n(C)c(=O)n(C)c2=O)CC1	6.8	0.9	·	8.2	0.0	-0.1	14.0	-5.1
Cc1cc2nc(/N=C(\N)NC(=O)C(C)C)nc(C)c2cc1C	10.2	-1.8	-0.3	3.8	0.0	·	-12.8	4.3
Cc1onc(-c2c(F)cccc2Cl)c1C(=O)OCC(=O)c1c(N)n(C)c(=O)n(C)c1=O	-16.1	0.0	-1.5	11.7	0.0	0.3	-0.9	-8.2
Cc1ccccc1C(=O)OC1CCCN(C)C1 (stereo not given)	-10.5	1.0	1.6	1.1	0.0	-0.2	-14.1	-0.2
O=C(N/N=C/c1ccc(OCCCF)cc1)c1ccc(C(F)(F)F)cc1	-9.1	0.6	0.4	8.2	0.0	·	·	·
COc1cccc(CNC(=O)[C@H]2CCCN2C(=O)[C@H]2CCCN2C(=O)N2CCCCC2)c1	-1.3	-2.0	-6.7	8.5	0.0	0.0	·	·
O=C(NNS(=O)(=O)c1ccccc1)c1cnn(-c2ccc(Cl)cc2)c1C(F)(F)F	-13.6	21.4	10.8	-12.8	0.2	-0.4	·	·
Cn1c(=O)oc2cc(S(=O)(=O)Nc3ccc(Cl)cc3)ccc21	-13.8	-0.1	8.9	0.8	0.0	-1.7	-5.1	5.2
CNC[C@H]1OCCCC[C@@H](C)Oc2ccc(NC(=O)C3CCCCC3)cc2C(=O)N([C@@H](C)CO)C[C@@H]1C	-92.7	96.9*	-10.6	·	0.5	-0.1	-12.4	-9.8
CCCC(=O)Nc1ccc2c(c1)C(=O)N(C)C[C@@H](OC)[C@@H](C)CN(CCc1ccccc1)[C@@H](C)CO2	1.8	-11.5	8.6	6.3	0.4	0.0	-2.0	1.3

Some of these compounds in order of the esBAF inh value, largest number first:
mol	esBAF inh
Cn1c(=O)oc2cc(S(=O)(=O)Nc3ccc(Cl)cc3)ccc21	5.2
Cc1cc2nc(/N=C(\N)NC(=O)C(C)C)nc(C)c2cc1C	4.3
C[C@@H]1CN([C@@H](C)CO)C(=O)c2ccccc2-c2ccccc2CO[C@H]1CN(C)C(=O)c1ccncc1	-6.6

(cont.)
SMILES	RAD52 inh	S100A4 inh HTS	EWS-Fli inh	FN deposition inh	Xi reactivation	E-selectin induc	RAD54 inh	esBAF inh
O=S(=O)(NCC[C@H]1CC[C@@H](NS(=O)(=O)c2cccc(Cl)c2)[C@@H](CO)O1)c1cccc(F)c1	-0.9	-7.0	10.4	13.4	0.0	0.0	3.4	8.3
C[C@H]1CN([C@@H](C)CO)C(=O)Cc2cc(NC(=O)c3ccncc3)ccc2O[C@H]1CN(C)Cc1ccccc1	3.7	5.5	-0.1	·	0.2	0.3	12.8	-3.9
Cc1cccc(N2CCN(C(=O)c3ccc(CNc4c(N5CCC(C)CC5)c(=O)c4=O)cc3)CC2C)c1 (stereo not given)	-20.6	-0.9	-25.6	18.8	-0.1	·	·	·
Cc1cc(C)c2c(NC(=O)C3CC3)nn(C)c2n1	0.2	-3.5	5.9	12.6	-0.3	2.7	·	·
O=C(CC1CC1)N1[C@@H]2CN(S(=O)(=O)c3ccccc3F)c3ccccc3[C@@H]2[C@@H]1CO	-8.1	7.9	-3.1	3.9	0.1	0.6	-9.2	1.2
CC(=NN(Cc1ccccc1)c1ccccc1)c1ccccc1	-6.3	8.8	-1.5	-3.6	0.0	0.0	·	·
CC1=C[C@@H]2[C@H]3C(=O)N(Cc4ccccc4)C(=O)[C@H]3[C@@H]1[C@@H]1O[C@@]3(C(=O)N(C)c4ccccc43)C3=C(CCCC3=O)N21	-5.2	-2.0	-1.6	0.7	0.0	1.1	·	·
C[C@@H]1CN([C@@H](C)CO)C(=O)c2cc(NC(=O)Nc3ccc(C(F)(F)F)cc3)ccc2O[C@@H](C)CCCCO[C@H]1CN(C)C(=O)Nc1cccc2ccccc12	29.0	-12.6	5.7	·	-1.2	-0.2	9.5	-0.2
O=C(Cc1ccccc1)NC1CCCCC1	-9.7	-1.0	-4.1	·	·	·	-8.9	-0.7
O=C(C[C@@H]1CC[C@H]2[C@@H](COC[C@H](O)CN2Cc2ccccc2F)O1)NC1CCC1	·	·	3.1	-3.1	-0.1	0.1	4.0	1.3
CCCCN1C(=O)C(=O)N(CC(=O)NC2CCCc3ccccc32)C1=O (stereo not given)	-12.6	2.1	-11.2	-0.2	0.0	·	·	·
O=C(C[C@H]1CC[C@@H]2[C@H](COC[C@H](O)CN2C(=O)Nc2ccc(Cl)cc2)O1)NC1Cc2ccccc2C1	·	·	·	-4.5	0.7	0.1	-3.5	-11.8
CO[C@H]1CN(C)C(=O)c2ccc(NC(C)=O)cc2OC[C@@H](C)N(CCc2ccccc2)C[C@@H]1C	-1.0	6.3	7.7	9.1	0.0	-0.1	4.6	-0.9
COc1ccccc1-c1noc(CCCC(=O)NC2CCCC2)n1	-14.2	13.5	2.2	4.0	0.0	0.0	5.4	-4.1
Cc1cccc(-c2ccc([C@H]3[C@H](CO)N4CCCCN(C(=O)c5ccc6c(c5)OCO6)C[C@@H]34)cc2)c1	0.4	-1.8	3.0	·	-0.1	-0.5	0.5	1.3

Only E-selectin induc and RAD52 inh (three entries from above):
molecule	E-selectin induc	RAD52 inh
O=C(C[C@H]1CC[C@@H]2[C@H](COC[C@H](O)CN2C(=O)Nc2ccc(Cl)cc2)O1)NC1Cc2ccccc2C1	0.1	·
CO[C@H]1CN(C)C(=O)c2ccc(NC(C)=O)cc2OC[C@@H](C)N(CCc2ccccc2)C[C@@H]1C	-0.1	-1.0
COc1ccccc1-c1noc(CCCC(=O)NC2CCCC2)n1	0.0	-14.2

Bioassay records from PubChem BioAssay.
